SRC2 inh – inhibition of GAL4-SRC2 driven luciferase reporter, primary screen, SRC2 inhibitor project, cell-based, luminescence. HEK293 GAL4-SRC2 luciferase reporter. inhibition, % at 9 µM. 0.17% of 370,000 active;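 active = inhibition above the mean inhibition of all tested compounds plus 3 SD, set per campaign, cut at about 52% in these data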;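 also: 0% = DMSO treated cells and 100% = cells given Gossypol at 36 µM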
MC4R barr agon – MC4R agonists recruiting beta-arrestin, primary screen, cell-based, luminescence, agonist arm of biased-ligand search; U2OS MC4R beta-arrestin complementation; percent of melanotan II response, DMSO zero; activation, % at 8.9 µM; 0.98% of 360,000 active;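 active = activation above a per-plate cutoff, the mean activation of sample wells on that plate plus 3 SD, cut at about 8% in these data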
NOD2 RIPK2 PPI – NOD2-RIPK2 binding disruptors in cells, primary screen, fluorescence, CHO cells, BLA complementation | inhibition, % at 4.98 µM | AID 624267, 2012 | Receptor-interacting serine/threonine-protein kinase 2 (Homo sapiens), O43353 | 0.38% of 360,000 active | CCF4 ratio; in the data active = inhibition above about 21%;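 also: 0% = vehicle only and 100% = reference blocker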
TLR9-MyD88 block – inhibitors of TLR9-MyD88 association in cells, primary screen, cell-based, CHO, BLA complementation, fluorescence; Toll-like receptor 9 (Homo sapiens) + Myeloid differentiation primary response protein …; CCF4 FRET ratio; inhibition, % at 4.98 µM; 0.21% of 340,000 active; AID 504734, 2011;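 active = inhibition above the mean over all tested compounds plus 3 SD, cut at about 21% in these data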;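 also: 0% = DMSO only wells and 100% = clavulanate BLA inhibitor control wells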
LRH-1 inv ag – LRH-1 (NR5A2) inverse agonists, primary screen, cell-based, luminescence, HEK293T, StAR-luciferase reporter | LRH-1 transfected, 24 h | inhibition, % at 3.6 µM | 0.13% of 360,000 active;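 active = inhibition above the mean inhibition of all tested compounds plus 3 SD, cut at about 73% in these data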;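 also: 0% = DMSO wells and 100% = reporter-only cells lacking LRH-1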
COUP-TFII inh – NR2F2 transcriptional activity inhibitors, primary screen, cell-based, luciferase reporter, HEK293T, luminescence | COUP transcription factor 2 (Homo sapiens), P24468 | HEK293T NGFI-A luciferase reporter | 0.7% of 370,000 active | inhibition, % at 8.6 µM;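 active = inhibition above a per-plate cutoff, mean inhibition of test wells between control levels plus 3 SD, cut at about 38% in these data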;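 also: cells cotransfected with COUP-TFII expression vector driving the NGFI-A reporter; 0% = median of COUP-TF2 test wells and 100% = reporter-only cells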
MC4R antagonist – MC4R antagonists of cAMP signaling, primary screen, cell-based, TR-FRET, antagonist arm of biased-ligand search. AID 540295, 2011. inhibition, % at 6.5 µM. 0.48% of 360,000 active. MC4R-expressing cells, MTII-stimulated cAMP, LANCE TR-FRET. Melanocortin receptor 4 (Homo sapiens), P32245;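 active = inhibition above its plate's cutoff, the mean of tested wells on that plate plus 3 SD, cut at about 29% in these data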;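 also: 0% = Melanotan II alone and 100% = Melanotan II plus saturating MCL0020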
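System: U2OS-MC4R stable cell line; Technique: Eu-cAMP/anti-cAMP TR-FRET, emission 671 nm; Repeats: single well per compound; Also added: Melanotan II; Dosing: one concentration, 6.5 µM nominal; Schedule: 30-min compound, 1-h challenge, 1-h detection, room temperature.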
SRC1 inh – SRC1 coactivator transcriptional activity inhibitors, primary screen, cell-based, luminescence | AID 588354, 2011 | 0.12% of 360,000 active | Nuclear receptor coactivator 1 (Homo sapiens), Q15788 | HEK293 GAL4-SRC1 luciferase reporter | inhibition, % at 3.6 µM;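 active = inhibition above the campaign mean plus 3 SD, with each screening campaign given its own cutoff, cut at about 60% in these data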;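 also: 0% = DMSO treated cells and 100% = gossypol at 36 µM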
NCOA3 inh – SRC3 coactivator transcriptional activity inhibitors, primary screen, cell-based, luminescence | Nuclear receptor coactivator 3 (Homo sapiens), Q9Y6Q9 | HEK293 GAL4-SRC3 luciferase reporter | inhibition, % at 3.6 µM | 0.17% of 360,000 active;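 active = inhibition above a per-campaign cutoff, the mean of all compounds plus 3 SD, cut at about 60% in these data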;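 also: 0% = DMSO-treated cells and 100% = gossypol-treated cells at 36 µM; higher means less SRC3-driven luciferase light from the GAL4 reporter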
Target sequence (Q9Y6Q9 whole entry, looked up, the tested form may be a part): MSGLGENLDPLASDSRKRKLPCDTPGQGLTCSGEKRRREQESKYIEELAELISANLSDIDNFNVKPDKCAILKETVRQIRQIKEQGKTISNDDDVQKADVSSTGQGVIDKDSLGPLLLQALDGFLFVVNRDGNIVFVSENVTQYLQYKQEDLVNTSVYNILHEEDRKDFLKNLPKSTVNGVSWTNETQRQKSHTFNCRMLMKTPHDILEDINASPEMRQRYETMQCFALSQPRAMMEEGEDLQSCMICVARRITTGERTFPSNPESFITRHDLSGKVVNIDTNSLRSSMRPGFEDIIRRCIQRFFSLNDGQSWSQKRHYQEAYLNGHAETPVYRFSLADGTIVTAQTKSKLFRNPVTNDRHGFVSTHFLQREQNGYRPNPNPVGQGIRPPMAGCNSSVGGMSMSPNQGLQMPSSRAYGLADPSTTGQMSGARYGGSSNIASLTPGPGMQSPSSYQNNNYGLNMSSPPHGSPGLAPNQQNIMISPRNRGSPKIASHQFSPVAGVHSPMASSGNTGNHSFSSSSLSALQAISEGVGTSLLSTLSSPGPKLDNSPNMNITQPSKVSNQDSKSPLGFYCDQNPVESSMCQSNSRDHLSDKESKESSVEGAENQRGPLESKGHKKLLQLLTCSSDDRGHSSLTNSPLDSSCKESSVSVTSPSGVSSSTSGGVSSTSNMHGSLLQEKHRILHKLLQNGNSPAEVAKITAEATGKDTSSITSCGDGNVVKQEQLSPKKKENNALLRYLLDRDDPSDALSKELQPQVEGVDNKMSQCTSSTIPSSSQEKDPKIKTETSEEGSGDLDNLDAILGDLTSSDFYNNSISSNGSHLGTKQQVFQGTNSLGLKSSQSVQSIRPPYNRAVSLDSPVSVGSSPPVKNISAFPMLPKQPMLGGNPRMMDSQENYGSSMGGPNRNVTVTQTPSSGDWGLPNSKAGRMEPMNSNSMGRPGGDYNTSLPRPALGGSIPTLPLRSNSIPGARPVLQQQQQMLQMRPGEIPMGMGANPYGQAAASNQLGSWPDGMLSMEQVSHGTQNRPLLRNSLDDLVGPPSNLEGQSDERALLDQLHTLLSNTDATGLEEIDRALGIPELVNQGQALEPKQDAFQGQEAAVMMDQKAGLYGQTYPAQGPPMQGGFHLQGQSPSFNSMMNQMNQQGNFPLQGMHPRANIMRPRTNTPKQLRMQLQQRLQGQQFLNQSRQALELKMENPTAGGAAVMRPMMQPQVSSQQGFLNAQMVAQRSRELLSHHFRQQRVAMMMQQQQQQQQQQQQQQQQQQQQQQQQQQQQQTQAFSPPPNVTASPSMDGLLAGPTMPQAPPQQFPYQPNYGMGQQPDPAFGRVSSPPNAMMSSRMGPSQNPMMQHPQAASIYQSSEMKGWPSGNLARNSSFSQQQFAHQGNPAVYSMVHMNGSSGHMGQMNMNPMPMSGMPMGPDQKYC
ABHD5-PLIN5 inh – ABHD5-PLIN5 interaction inhibitors, primary screen, cell lysate, split luciferase complementation, luminescence; 0.78% of 360,000 active; inhibition, % at 4 µM; Split G. princeps luciferase complementation, 4 h; Perilipin-5 (Homo sapiens) + 1-acylglycerol-3-phosphate O-acyltransferase ABHD5 (Homo …; AID 602281, 2012;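 active = inhibition above the mean inhibition across every tested compound plus 3 SD, cut at about 22% in these data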;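 also: 0% = DMSO only wells and the 100% control is not disclosed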
EBV LMP1 NFkB – EBV LMP1-driven NF-kappaB luciferase reporter inhibitors, primary screen, cell-based, luminescence, single point; LMP1-induced NF-kappaB luciferase reporter cells; inhibition, % at 12.5 µM; 0.69% of 350,000 active; AID 504558, 2011; in the data active = inhibition above about 41%;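 also: 0% = neutral control wells and 100% = reference inhibitor control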
Starred values were filed as active, the others as inactive; / = no result given; & = joins results of further samples. The list is partial; the hit share may differ from the screen's.

SMILES	SRC2 inh	MC4R barr agon	NOD2 RIPK2 PPI	TLR9-MyD88 block	LRH-1 inv ag	COUP-TFII inh	MC4R antagonist	SRC1 inh	NCOA3 inh	ABHD5-PLIN5 inh	EBV LMP1 NFkB
CN(C)c1cc[n+](CC(=O)Nc2ccc([N+](=O)[O-])cc2Cl)cc1	-6	1.6	-6	2	-5	15	15	-31	-29	3	-13
CC(C)C1Nc2ccc(S(=O)(=O)N3CCOCC3)cc2NC1=O (stereo not given)	-34	-1.9	6	-4	-27	21	11	-15	-14	-2	-3
O=C1CN(C(=O)COc2ccccc2)c2ccccc2N1	4	-2.0	-13	-11	-15	10	3	9	-5	-4	-2
COc1cc(O)oc1C=Nc1ccc(C(=O)O)cc1	6	-0.5	-6	3	4	-1	-6	-2	10	-7	-14
O=C1CC(c2ccccc2F)C2=C(COC2=O)N1 (stereo not given)	-3	-0.3	-4	/	0	16	-3	-63	10	1	-5
C[n+]1c2n(c3ccccc31)N=C(c1ccccc1)CS2	14&8	-2.5&-1.7	1&3	11&2	29&28	40*	8&8	1&31	18&40	-8&-5	-4&6
CNC(=O)COC(=O)c1c2c(nc3ccccc13)CCC2	22	-2.4	1	-5	-2	-17	1	-17	6	7	-11
Cc1nnc(Cl)c2nn(-c3ccccc3)c(C)c12	2	-1.1	-2	3	2	9	4	0	16	0	0
O=c1oc2cc(O[C@@H]3OC[C@@H](O)[C@H](O)[C@H]3O)ccc2c2ccccc12	-19	1.1	-7	3	3	-12	24	-17	2	0	-24
O=c1cc(CO)oc(C(Nc2ccccn2)c2ccccc2F)c1O (stereo not given)	8	0.1	-15	-17	10	-2	-12	-1	3	-4	-14
CCOc1nc2cnccc2n(CC(=O)Nc2cccc(C)c2)c1=O	4	-1.7	4	0	7	-5	9	-6	-26	-9	-3
Cc1cccc(NC(=S)N(CCN2CCOCC2)Cc2cc3cc4c(cc3[nH]c2=O)OCCO4)c1	-3	2.2	0	-4	7	-3	12	8	4	1	-6
Cc1ccc(NC(=O)CSCc2n[nH]c(=O)[nH]2)c(Br)c1	-21	-2.1	-14	-3	-3	-8	4	-2	6	0	-2
CCc1ccc(-c2csc(NC(=O)c3cccnc3)n2)cc1	13	2.8	1	-9	-5	37	6	11	16	-2	13
Cc1cccc(N(C)S(=O)(=O)c2csc(C(N)=O)c2)c1	1	-0.1	-1	-1	6	-8	18	-22	-4	-4	/
O=[N+]([O-])c1cc2c(cc1/C=N/NS(=O)(=O)c1ccc(Br)cc1)OCO2	25	-0.6	0	/	-11	6	8	-16	-2	-4	2
O=C(O)CCC(=O)c1ccc2c(c1)OCCCO2	-20	-1.7	2	-12	-9	0	13	-19	8	3	-1
OC[C@@H]1CN(CCN2CCOCC2)C[C@H](n2cnc3c(Nc4ccccc4)ncnc32)O1	6	0.4	-3	/	20	11	4	-1	2	5	/
CCCn1nc(C(=O)NNC(=O)Cc2ccc(S(=O)(=O)N3CCOCC3)s2)c2ccccc2c1=O	2	0.9	3	-8	12	8	8	2	5	15	1
COc1ccc(CNC(=O)C(C)Sc2ccc(S(=O)(=O)N3CCOCC3)cn2)cc1 (stereo not given)	-6	-1.8	19	-5	16	-19	7	-9	10	-1	-4
COc1ccc(/C=C/C(=O)Nc2ccccc2C(=O)NCC(c2ccc(OC)cc2)N(C)C)cc1 (stereo not given)	-47	2.1	-3	-1	-3	16	6	-19	0	12	-1
CCOc1ccc(C(=O)Cn2cnnc2C#N)cc1	-3	-1.0	-5	1	-6	10	0	3	-8	3	-2
Cc1cc(C)c(Cn2cnc(-c3ccc([N+](=O)[O-])cc3)c2)c(C)c1	15	0.3	6	3	6	30	6	2	9	4	5
CCN(CC(=O)Nc1ccccc1C(F)(F)F)C(=O)CCS(=O)(=O)c1ccc(Cl)cc1	-13	-2.0	-6	-16	2	10	1	21	0	9	-1
CC(=O)c1cc(NC(=O)c2ccccc2)c(=O)oc1C	-4	0.0	-4	-4	-19	2	12	-6	5	9	3
COc1ccc(CCNC(=O)c2ccc3c(c2)N(Cc2ccccc2)CCS3)cc1OC	-10	-1.1	1	4	-5	5	6	12	12	1	1
CCOC(=O)CSc1nc2c(cnn2-c2ccc(F)cc2)c(=O)[nH]1	16	1.1	-2	-7	0	8	-9	-2	0	2	1
COc1ccc(CNC(=O)CCSCc2ccccc2Cl)c(OC)c1	-1	-2.5	-13	2	-25	7	-1	-2	11	1	-6
CCCN(CC(=O)Nc1ccccc1OC)CC(=O)c1c(N)n(Cc2ccccc2)c(=O)n(C)c1=O	-12	-2.2	-3	0	-11	-16	7	-7	3	0	11
Cc1c(-c2ccccc2)n(O)[n+]([O-])c1-c1ccccc1	-16	-1.8	-8	-5	-1	-7	7	-22	-12	-1	8
Cc1nc(SCC(=O)NCC(F)(F)F)c2c(-c3cccs3)csc2n1	11	-1.4	-13	7	-15	-5	11	13	1	1	5
COC(=O)N/N=C(\C)c1ccc(OC(F)F)cc1	-24	-2.3	-11	0	-17	4	1	-26	-28	2	-10
O=C(NCCc1ccccc1)C(=O)c1c(-c2ccccc2)cc2ccccn12	21	-1.3	-1	-2	14	5	8	-12	9	-3	17
COc1ccccc1-c1ccc(Nc2cccc(C(F)(F)F)c2)nn1	-33	7.5	-1	-2	-11	-8	1	-5	7	-3	-12
O=C(NCc1ccco1)C(=O)NCC1OCCCN1S(=O)(=O)c1ccc(Cl)cc1 (stereo not given)	20	-0.9	-1	-4	-1	7	5	-12	16	-1	3
CCOCCCNC(=S)N1CCC(NC(=O)c2ccco2)CC1	11	-2.2	1	2	16	23	2	-11	18	-3	-14
CC(=O)Nc1ccc2c(c1)C(N1CC3CCC(CC3)C1)c1ccccc1-2 (stereo not given)	-10	-0.9	-13	-6	6	-3	8	16	-6	-10	-5
OCCC1CN(Cc2cnn(-c3ccc(F)cc3)c2)CCN1Cc1ccsc1 (stereo not given)	13	-1.1	2	3	8	-1	-2	-6	18	-5	6
COC(=O)N/N=C/c1ccc(-c2ccc(Cl)cc2Cl)o1	7	0.1	-2	-5	-16	-10	0	8	-2	2	2
O=C(O)CCCn1cc(NC(=O)COc2ccc([N+](=O)[O-])cc2)cn1	0	-1.6	-6	-15	-7	-10	15	-2	-2	0	-3
O=C(O)C(Cc1ccccc1)N1C(=O)/C(=C/c2cccnc2)SC1=S (stereo not given)	6	-1.8	1	1	11	8	5	-1	11	-7	-5
O=C(Nc1ccc(Cl)cc1N1CCOCC1)C1CC1	14	-1.7	2	0	6	6	-2	2	-3	0	-1
CCCC(NC(=O)c1ccc(Br)o1)c1nc2ccccc2[nH]1 (stereo not given)	-17	-2.9	1	-1	-15	-45	4	-9	20	-4	-3
COc1ccccc1C(=O)COC(=O)COc1cccc2c1OC(C)(C)C2	13	-2.9	-9	-7	-7	-11	3	-15	0	-10	8
Cc1[nH]c2ccc(-c3n[nH]c(=S)n3-c3ccc(Br)cc3)cc2c1C	-7	-2.5	-4	-2	-11	7	-1	7	6	-1	1
Cc1ccc2ncnc(Nc3ccccc3)c2c1	-56	1.9	-4	0	21	0	12	-12	19	-2	1
CN(C)CCCOc1ccc(-c2cccc3nncn23)cn1	-28	0.4	-5	/	-23	-10	12	2	0	-7	/
C/C(Cc1ccccc1)=N\NC(=O)CNC(=O)c1cccc(F)c1	4	-2.5	-3	-13	1	2	-1	-11	-5	-1	6
COc1ccc(CCNC(=O)CSc2nnnn2-c2ccc(OC)c(OC)c2)cc1OC	-2	-1.5	4	4	-5	-14	11	-30	8	2	5
CCOc1ccc(NC(=O)c2ccc3c(c2)N(C)CCS3)cc1	-47	7.9	-13	-3	-71	-64	-3	-61	-59	-5	-27
CCOC(=O)/C(N=O)=C(\O)C1CCN(C(=O)OCC)CC1	-6	-1.5	-1	2	-6	11	6	-5	6	1	0
Cc1nc(SCC(=O)c2ccc(Cl)cc2)c([N+](=O)[O-])[nH]1	6	0.5	-9	-4	9	6	8	-24	22	-3	-1
CC(C)CC1Nc2ccc(C(=O)NCCCN3CCCCC3C)cc2NC1=O (stereo not given)	-19	-1.4	-10	-5	8	-8	-5	7	5	-3	-4
Fc1ccc2nc(N3CCOCC3)sc2c1	-20	-0.8	12	4	-73	-26	0	-48	-52	2	-12
CCN1CCN(C(=S)Nc2ccc([N+](=O)[O-])cc2)CC1	-32	1.1	3	0	-35	-45	-1	-40	-54	-10	-6
CCOc1ccc(C(=O)N2CCc3cc(OC)c(OC)cc3C2)cc1OCC	-6	-1.3	-2	-2	-16	0	-2	0	-1	-2	0
CCOC(=O)c1c(NC(=O)CCCN2CCOCC2)sc2c1CC(C)(C)OC2	2	-0.5	-12	6	12	0	-2	-1	-22	-10	0
CC(=O)N1CCN(C(=O)c2cc3ccccc3o2)CC1	15	0.9	-2	2	0	4	2	0	-37	-4	0
COc1cc(/C=N/NC(=O)c2ccc3c(c2)OCCO3)cc(Br)c1O	-26	-2.9	3	-3	-67	-11	-3	-29	-24	-7	11
NS(=O)(=O)c1ccc(O)c(NC(=O)c2ccc([N+](=O)[O-])cc2)c1	-34	-0.9	-2	-9	-10	-6	29*	-21	0	-6	-2

Continued:
SMILES	SRC2 inh	MC4R barr agon	NOD2 RIPK2 PPI	TLR9-MyD88 block	LRH-1 inv ag	COUP-TFII inh	MC4R antagonist	SRC1 inh	NCOA3 inh	ABHD5-PLIN5 inh	EBV LMP1 NFkB
Cc1cc(C)nc(NN2C(=O)/C(=C/c3ccc(O)cc3)SC2=S)n1	/	-2.3	1	-5	-2	/	-12	-53	-16	-6	-2
O=[N+]([O-])c1cccnc1SCc1ccccc1	-1	3.1	-9	-6	-27	9	2	-7	0	-5	/
Cc1cccc(NC(=S)N(c2ccccc2)C(C)C)c1C	8	-1.1	-3	-11	12	5	15	-9	6	-4	-8
CC1(C)CC(=O)C=C(NCCN2CCN(C(=S)Nc3ccccc3)CC2)C1	-8	-2.6	1	3	-18	0	4	11	0	-8	70*

From PubChem
